Assay outcomes (PubChem)
aGlu spleen mod – lysosomal alpha-glucosidase (human) modulation; P10253; human spleen homogenate, 4-MU-alpha-glucoside fluorescence; Potency, µM (top dose mostly 79.9 µM), inactives show at the top dose activity change, negative = inhibition, usual class: inhibitors; 240,000 tested, 0.006% active; AID 2112;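 further: 0% = enzyme with vehicle and -100% = no enzyme basal signal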
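Human spleen homogenate (1 ug) incubated with compounds and 1 mM 4-methylumbelliferyl-alpha-D-glucopyranoside in pH 5.0 citrate/phosphate buffer, 37 C, 40 min. Stopped at pH 10; 4-MU fluorescence (Ex 365/Em 440 nm); AC50 by Hill fit.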
aGal spleen mod – alpha-galactosidase A (human) modulation; Potency, µM (highest dose often 80 µM), inactives show at the highest dose activity change, negative = inhibition, actives largely listed as inhibitors; 240,000 tested, 0.008% active; human spleen homogenate, 4MU-alpha-Gal fluorescence, 40 min; AID 2107; P06280;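 further: 0% = enzyme with vehicle and -100% = no enzyme basal signal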
Target sequence (P06280 32-429 limits assumed): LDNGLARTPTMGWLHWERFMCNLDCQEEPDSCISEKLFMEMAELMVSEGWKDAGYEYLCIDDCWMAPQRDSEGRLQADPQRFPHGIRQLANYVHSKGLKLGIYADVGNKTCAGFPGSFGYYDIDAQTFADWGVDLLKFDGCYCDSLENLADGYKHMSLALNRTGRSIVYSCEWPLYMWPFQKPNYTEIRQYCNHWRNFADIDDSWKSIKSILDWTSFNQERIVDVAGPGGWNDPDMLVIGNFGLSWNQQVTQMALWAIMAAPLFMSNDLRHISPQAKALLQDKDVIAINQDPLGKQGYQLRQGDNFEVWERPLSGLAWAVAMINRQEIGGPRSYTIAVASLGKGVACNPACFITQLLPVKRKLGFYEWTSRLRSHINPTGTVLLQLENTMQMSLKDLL
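qHTS titration in buffer at pH 5.0. Alpha-galactosidase activity in spleen homogenate was measured via 4-methylumbelliferone release from 1 mM fluorogenic substrate after 40 min at 37C and a pH 10 stop. AC50 came from Hill fits of control-normalized data.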
ALDH1A1 block – ALDH1A1 (human) enzyme inhibition | P00352 | Purified ALDH1A1, NADH fluorescence, propionaldehyde substrate | Potency, µM (top dose mostly 75.3 µM), for inactives: at the highest dose activity, negative = inhibition, most hits filed as inhibitors | 220,000 tested, 7.3% active | AID 1030; active means well fitted inhibition curve with a large enough effect, not every such curve was filed as active; inconclusive means small, poorly fitted or top-dose-only effect, or another doubt; inactive means no such curve, though single readings can be large or run the other way;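 further: plate controls were no enzyme wells and a reference inhibitor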
Tau fluor counter – counter-screen for tau fibril formation inhibitors; tau K18 P301L (four-repeat tau fragment) Alexa594 fluorescence, heparin fibrillization; Potency, µM (series often up to 57.7 µM), for inactives: at the highest dose activity change, negative = decrease; 280,000 tested, 0.93% active; further: on the % scale 0 is the no-effect control and ±100 the full control effect; nearly all actives have a fitted effect of over 55% in size
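Human K18 P301L tau (15 uM unlabeled plus 0.24 uM Alexa 594-labeled, final) in 100 mM sodium acetate pH 7 was mixed with compound and 20 uM heparin and incubated 6 hr at 37 C.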
GAA inh – alpha-glucosidase (human) inhibition | Potency, µM (highest dose often 76.9 µM), without a hit: at the highest dose activity change, negative = inhibition, usual class: inhibitors | 200,000 tested, 0.005% active | P10253 | purified human GAA, 4-MU-alpha-glucoside fluorescence;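 further: plate controls were uninhibited enzyme wells for no effect and no-enzyme background for full effect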
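Human alpha-glucosidase, 4 nM, pre-mixed with test compounds before 400 uM 4-methylumbelliferyl substrate; 20 min room temperature at pH 5.0. Fluorescence read after pH 10 stop; AC50 values from Hill-equation fits.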
GAA glycogen – GAA glycogen-cleavage inhibition or activation. P10253. recombinant GAA, glycogen substrate, Amplex Red glucose oxidase fluorescence. Potency, µM (doses to about 76.4 µM), for the others: at the highest dose activity change, negative = inhibition, actives largely listed as inhibitors. 300,000 tested, 0.38% active. AID 2100;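 further: 0% = full enzyme reaction and -100% = no-enzyme basal signal; the screen sought inhibitors and activators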
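qHTS, 1536-well; enzyme 4 nM final; cpd up to 77 uM; substrate bovine liver glycogen 30 ug; 50 mM citrate/phosphate pH 5.0, 0.01% Tween-20; 37 C, 40 min; Amplex Red detection 45 min RT; Hill fit → AC50.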
Epigenetic derep – derepresses silenced GFP reporter in murine cells. 280,000 tested, 0.2% active. Potency, µM (series often up to 53.9 µM), for inactives: at the highest dose GFP activation, actives largely listed as activators. murine LDR cells, GFP reporter derepression, 30 h; further: % of control where 0% means no effect; nearly all actives have a fitted effect of over 60% in size
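GFP-positive cell count by laser-scanning cytometry (objects 20–120 um) after 30 h, 37 C compound exposure of murine LDR cells; reporter is CMV-GFP integrated at a silenced locus, inducible by HDAC or DNMT inhibitors.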
NPSR antag – neuropeptide S receptor (human) antagonism, cAMP | 220,000 tested, 1% active | CHO-NPSR cells, cAMP TR-FRET, antagonist mode | Q6W5P4 | Potency, µM (highest dose often 38.3 µM), without a hit: at the top dose activity change, negative = inhibition, most hits filed as inhibitors | AID 1461; further: on the % scale 0 is the no-effect control and ±100 the full control effect; nearly all actives have a fitted effect of over 50% in size; many of its hits are not listed in these tables
Target sequence (Q6W5P4 whole entry, looked up): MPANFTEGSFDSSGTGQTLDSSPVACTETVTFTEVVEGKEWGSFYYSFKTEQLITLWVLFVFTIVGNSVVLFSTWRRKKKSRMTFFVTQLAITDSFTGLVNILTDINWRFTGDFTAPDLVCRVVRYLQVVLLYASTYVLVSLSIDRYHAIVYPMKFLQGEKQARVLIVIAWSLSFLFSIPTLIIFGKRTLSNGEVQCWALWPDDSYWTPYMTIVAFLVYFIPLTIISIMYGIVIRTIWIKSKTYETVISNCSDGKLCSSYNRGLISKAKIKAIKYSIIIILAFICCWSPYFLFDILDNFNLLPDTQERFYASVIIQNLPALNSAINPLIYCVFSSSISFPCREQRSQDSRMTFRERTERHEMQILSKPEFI
Starred values were filed as active, the others as inactive; u = inconclusive; x = no result given; & = joins results of further samples; [ ] = dose if it differs, or a comment. Unless noted, the call rests on the fitted dose curve; in most records, active means well fitted curve in the direction sought with a large enough effect; inconclusive means small, poorly fitted or top-dose-only effect, or another doubt; inactive means no such curve, though single readings can be large; an effect the other way counts as inactive or inconclusive. Potency means the concentration at half of the fitted maximal effect.

Molecule,NPSR antag,aGal spleen mod,Epigenetic derep,GAA inh,GAA glycogen,aGlu spleen mod,Tau fluor counter,ALDH1A1 block
Cc1cc(C(=O)Nc2ccccc2N2CCOCC2)c2ccccc2n1,-6%[46.1 µM],5%,-3.1%,-4%,11%,4%,-20%,-3%
Cc1cccc(OCc2nc3ccccc3c(=O)n2N)c1,-4%[46.1 µM],-9%,-2.9%,-1%,-2%,-5%,-11%,3%
Oc1ccc(Cl)cc1C=Nc1ccc(Br)cc1,-7%,5%,-1.3%,-1%,3%,-11%,-10%,19%
CC(C)CN1C=C2C(=O)C(C)(OC(=O)CCc3ccccc3)C(=O)C=C2C=C1c1ccc(C#N)cc1 (stereo unspecified),-10%,-16%[17.5 µM],0.0%,x,-7%,2%[17.4 µM],6%[11.6 µM],-12%[13.5 µM]
COc1ccc(C(=O)Nc2nc3nccc(-c4ccccc4)n3n2)cc1,12%,0%,0.0%,-6%,1%,7%,-6%,1%
COc1ccc(OC)c(Cc2nnc(CCC(=O)N3CCC(N4CCCCC4)CC3)o2)c1,29%,0%,-0.1%,u,5%,3%,-4%[2.34 µM],-6%
O=C(NCC(=O)N(Cc1ccccc1)C(C(=O)NC1CCCCC1)c1ccco1)c1ccco1 (stereo unspecified),0%[46.1 µM],-3%,1.0%,1%,-1%,-6%,4%,4%
Cc1ccc2cccc(OC(=O)c3ccc4c(c3)OCCO4)c2n1,-9%[46.1 µM],1%,-0.4%,u,-6%,-1%,-10%,-14%
Cc1cc(NCCCN2CCOCC2)n2c(nc3ccccc32)c1C#N,-12%[46.1 µM],u,0.7%,u,2%,u,-5%,u
CC(=O)c1c(C)[nH]c(C(=O)Nc2cccc(S(=O)(=O)N(C)C)c2)c1C,10%,-14%,0.9%,-4%,3%,x,-6%,-2%
COCCn1c(C)cc(C(=O)COC(=O)c2cccc(O)c2)c1C,-2%,0%,-0.4%,x,2%,-1%,-2%,x
CCCC/S(C)=N/S(=O)(=O)c1ccc(C)cc1 (stereo unspecified),12%,4%,0.0%,-3%,13%,5%,-1%,-16%
COc1ccc2nc(Nc3nc4cc5c(cc4s3)OCO5)sc2c1,-26%,-11%,0.0%,10%,7%,-6%,7.9µM*[quencher],u
Cc1ccc(/C=C/C(=O)N2CCN(Cc3ccccc3)CC2)o1,-6%,-4%,1.8%,5%,-10%,-9%,-3%,8.9µM*
O=C(CN1CCN(C(=O)c2ccco2)CC1)Nc1cccc([N+](=O)[O-])c1,-3%,-3%,-0.3%,5%,7%,2%,1%,-9%
Cc1cc(C(=O)COC(=O)CC2Sc3ccccc3NC2=O)c(C)n1-c1cccc(C(F)(F)F)c1 (stereo unspecified),-30%,-3%,0.0%,4%,10%,5%,u,-11%
CCOC(=O)C1(CCc2ccccc2)CCN(C(=O)Cc2nonc2C)CC1,-14%,-9%,-3.4%,u,9%,1%,6%,-4%
Cc1ccc(NC(=O)N(Cc2ccco2)C(C)c2ccco2)cc1C (stereo unspecified),-29%[46.1 µM],1%,-1.1%,1%,2%,-3%,-5%,-10%
CC(=NCCc1ccccc1)C1=C(O)CCC1=O,-5%[46.1 µM],-1%,-1.5%,2%,8%,-2%,-12%,6%
O=C(NC1CCCC1)C(c1ccc(F)cc1)N(Cc1ccccc1Cl)C(=O)CCl (stereo unspecified),-18%,4%,0.0%,-16%,15%,-3%,-5%,6%
NC(=O)C1(N2CCCCC2)CCN(C(=O)CCCn2c(=O)[nH]c3ccsc3c2=O)CC1,-5%[46.1 µM],4%,1.7%,1%[15.4 µM],-8%,-6%,-4%,2%
COc1ccc(OS(=O)(=O)c2c(C)noc2C)cc1,-4%,-1%,-1.0%,x,-3%,5%,-23%,x
N#Cc1ccccc1OCC(=O)NC(=O)NCc1ccccc1,-1%,-1%,-0.4%,1%,-4%,1%,-1%,u
COc1ccc(Nc2nc3ccccc3s2)cc1,6%,8%,-1.1%,3%,-9%,-9%,14%,-7%
CSc1ccccc1NC(=O)C1C2CCC(C2)C1C(=O)O (stereo unspecified),-8%,-4%,1.2%,-2%,18%,-1%,-4%,-2%
CCOC(=O)CCSc1nc2c(c(C(F)(F)F)c1C#N)CCC2,u,5%,0.0%,u,-3%,3%,-17%,u
O=C(O)CCC(=O)O,x,3%,-0.8%,x,x,4%,-2%,3%
COC(=O)c1c(NC(=O)CSc2nncs2)sc2c1CCCCC2,-29%[46.1 µM],2%,-1.3%,-21%,-3%,-6%,-26%,u
O=C(Cn1cc(C(F)(F)F)ccc1=O)N/N=C/c1ccc(Cl)c(Cl)c1,12%,-8%,0.0%,-1%,3%,2%,-21%,13%
Cc1ccc2c(c1)c1c(n2CC(O)Cn2c(C)nc3ccccc32)C(=O)CCC1 (stereo unspecified),u,-14%,0.8%,-5%,3%,-1%,0%,u
O=C(COC(=O)c1ccccc1OCc1ccccc1Cl)NC1CC1,4%[46.1 µM],-4%,2.8%,5%,6%,-6%,-3%,21%
CCNc1nc(OCCNS(=O)(=O)c2cc(C)ccc2C)nc(N(C)C)n1,-5%[46.1 µM],-2%,7.8%,-1%,7%,2%,-2%,5%
O=C(CO/N=C1\CCCc2nonc21)Nc1ccc(Br)cc1,10%,-2%,-1.0%,-2%,12%,-4%,-20%,0%
CN(C)c1ccc(N=Cc2nc(-c3ccccc3)oc2O)cc1,-11%[46.1 µM],-9%,0.0%,-1%,u,-1%,u,-3%
COC(=O)c1sccc1NC(=S)N1CCC(C)CC1,-2%[46.1 µM],9%,-1.0%,-13%,2%,-1%,-19%,20µM*
CC(C)Oc1ccc(N2CC(C(=O)Nc3ccccn3)CC2=O)cc1 (stereo unspecified),3%,-13%,1.1%,-2%,18%,0%,-5%,1%
COc1ccc(-c2[nH]ncc2CN2CCC(N3CCSCC3)CC2)c(F)c1,5%,12%,1.1%,9%,0%,3%,7%,u
COc1ccc(NC(=O)NC(C)(C(F)(F)F)C(F)(F)F)cc1,-9%[46.1 µM],0%,3.1%,5%,-12%,0%,-4%,10%
O=C(COc1ccc([N+](=O)[O-])cc1)Nc1ccc(C(=O)Nc2ccccc2C(=O)O)cc1,9%,12%,2.9%,-4%,1%,-2%,-23%,13µM*
CC(=O)c1cccc(NC(=O)N2CCCC2C(=O)NCc2ccc(F)cc2)c1 (stereo unspecified),8%[46.1 µM],0%,1.0%,-1%,3%,0%,4%,u

Complete entries as entered above. Screens in order: NPSR antag	aGal spleen mod	Epigenetic derep	GAA inh	GAA glycogen	aGlu spleen mod	Tau fluor counter	ALDH1A1 block
Profile of `CCNc1nc(OCCNS(=O)(=O)c2cc(C)ccc2C)nc(N(C)C)n1` : -5%[46.1 µM]	-2%	7.8%	-1%	7%	2%	-2%	5%
Profile of `O=C(NC1CCCC1)C(c1ccc(F)cc1)N(Cc1ccccc1Cl)C(=O)CCl` (stereo unspecified) : -18%	4%	0.0%	-16%	15%	-3%	-5%	6%
Profile of `COc1ccc(-c2[nH]ncc2CN2CCC(N3CCSCC3)CC2)c(F)c1` : 5%	12%	1.1%	9%	0%	3%	7%	u
Profile of `CN(C)c1ccc(N=Cc2nc(-c3ccccc3)oc2O)cc1` : -11%[46.1 µM]	-9%	0.0%	-1%	u	-1%	u	-3%

Other structures.
Molecule,NPSR antag,aGal spleen mod,Epigenetic derep,GAA inh,GAA glycogen,aGlu spleen mod,Tau fluor counter,ALDH1A1 block
NC[C@H](O)c1ccc(O)c(O)c1,10%[46.1 µM],5%&11%&4%,0.0%&0.0%&0.8%,x,x,-2%&-4%&-3%,u,5%&11%&-5%
CC1=C(C(=O)OCC2CCCO2)C(c2ccsc2)C2=C(CC(C)(C)CC2=O)N1 (stereo unspecified),-14%,10%,-1.3%,0%,-1%,0%,-9%,u
CCOC(=O)CNC(=O)CSc1nnc(-c2ccccc2OC)n1CC,-18%[46.1 µM],-2%,-3.0%,-8%,1%,1%,-6%,1%
CCCCc1nc2c(c3c1C[C@H](C)OC3)CN(S(=O)(=O)c1ccccc1C(=O)OC)CC2,x,4%[17.5 µM],x,x,x,-5%[17.4 µM],-6%[11.6 µM],6%[13.5 µM]
Cc1nn(CC(=O)Nc2ccc3c(c2)nc(CCN2CCCCC2)n3C)c(=O)c2ccccc12,-8%[46.1 µM],6%,0.0%,-15%,3%,-1%,-7%,6%
C/C(=N\NC(=S)Nc1cc(S(=O)(=O)N2CCOCC2)ccc1Cl)c1ccc(N2CCOCC2)cc1,14%,2%,4.3%,-28%,-12%,-2%,u,u
CN(CC(=O)N1CCc2ccccc21)S(=O)(=O)c1ccc(Br)s1,-14%[46.1 µM],-5%,-0.2%,-5%,0%,1%,-27%,-1%
C=CCNC(=O)c1cc(Cl)ccn1,5%,-1%,2.6%,0%,-1%,x,-2%,-4%
COc1cc(C2C(C#N)=C(N)Oc3cc(C)oc(=O)c32)cc2c1OCO2 (stereo unspecified),6%[46.1 µM],-7%,0.0%,6%,3%,-5%,-16%,u
CC(C)CNC(=O)c1coc(=O)c(Br)c1,-13%[46.1 µM],13%,u,13%,4%,-7%,-10%,0%
Cc1cccc2c(N=Nc3ccc(S(=O)(=O)Nc4cccc(Cl)c4)cc3[N+](=O)[O-])c(O)[nH]c12,-3%,0%,12%,-6%,9%,-4%,5.6µM*[quencher],-2%
CCN(CC)S(=O)(=O)c1ccc(C)c(NC(=O)COC(=O)C=C(C)C)c1,-7%,-3%,0.1%,x,2%,1%,-10%,x
Oc1cccc(C=NCc2ccccc2)c1,-4%[46.1 µM],6%,5.6%,6%,7%,3%,0%,-7%
Cc1ccc2nc3c(nc2c1C)C(O)=C3O,6%,0%,0.0%,x,9%,6%,u,x
CCCCc1ccc(NC(=O)CSCc2cc(=O)[nH][nH]2)cc1,-2%[46.1 µM],2%,-1.0%,0%,u,1%,u,2%
COc1cccc(N2C(=O)CC(c3c[nH]c4ccccc34)C2=O)c1 (stereo unspecified),-3%[46.1 µM],-9%,-2.1%,6%[15.4 µM],-7%,-26%,-27%,-2%
CC(=O)Nc1ccc(S(=O)(=O)Nc2cc(-c3ccccc3)nn2C)cc1,-21%,5%,-1.0%,x,0%,-2%,-13%,x

A portion of the library (hit frequency here may not be typical).
